Screening results: PubChem BioAssay, National Center for Advancing Translational Sciences (NCATS)
hERG WT inh = KCNH2 (human, wildtype) channel inhibition; activity change, % at 1.84 µM; AID 720551; U2OS, BacMam KCNH2, thallium flux FluxOr; active compounds read low; Q12809; hit rate 0.37% among 340,000;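 active = maximum activity change below -70%; inconclusive = maximum activity change between -70% and -50%; inactive = maximum activity change above -50%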; note: % is set by controls: 0 for no effect and ±100 for the full control effect
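U2OS cells transduced with wild-type KCNH2 virus are loaded with FluxOr dye for 45 min, and thallium flux is measured in kinetic reads before and after stimulation buffer. Rate constants are normalized to DMSO controls.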
GALK inhibitor = galactokinase (human) inhibition | Purified GALK, Kinase-Glo residual ATP luminescence | AID 1868 | P51570 | hit rate 0.007% among 270,000 | Potency, µM (highest dose often 57.5 µM), without a hit: at the top dose activity change, negative = inhibition, usual class: inhibitors; note: potency is the fitted concentration of half-maximal effect; % is set by controls: 0 for no effect and ±100 for the full control effect
Target sequence (P51570 whole entry, looked up): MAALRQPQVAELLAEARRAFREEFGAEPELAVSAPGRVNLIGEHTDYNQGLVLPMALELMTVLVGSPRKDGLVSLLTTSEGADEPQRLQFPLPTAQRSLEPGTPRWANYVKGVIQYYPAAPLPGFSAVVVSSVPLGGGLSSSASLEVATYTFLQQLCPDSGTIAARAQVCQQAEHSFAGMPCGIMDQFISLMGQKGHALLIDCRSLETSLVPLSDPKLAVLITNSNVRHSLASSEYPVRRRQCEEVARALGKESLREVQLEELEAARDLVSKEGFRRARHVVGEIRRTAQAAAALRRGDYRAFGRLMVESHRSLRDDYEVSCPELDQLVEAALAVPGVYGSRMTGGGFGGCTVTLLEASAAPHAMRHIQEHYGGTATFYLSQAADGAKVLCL
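Kinase-Glo Plus luminescence measured ATP left after a 1 h room-temperature reaction. The reaction used 5 nM GALK, 100 uM galactose and 35 uM ATP at pH 8.0 (20 mM HEPES, 5 mM MgCl2, 60 mM NaCl, 1 mM DTT, 0.01% BSA).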
Giardia kill = Giardia lamblia killing; Giardia lamblia trophozoite viability; activity change, % at 7.66 µM, hits read low; hit rate 0.15% among 340,000; AID 540267; in the data active = activity change below about -80%; inconclusive = between about -30% and that limit;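 note: parasites exposed to compound for two days anaerobically before the ATP read; % is set by controls: 0 for no effect and ±100 for the full control effect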
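Anaerobic 48 hrs incubation at 37 deg C of 100 trophozoites/well with test compounds; ATPLite 1-Step luminescence, 15-30 min RT, reports cellular ATP as viability.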
FBPA coupling cs = counter-screen for Giardia aldolase inhibitors: coupling enzyme system | coupling enzyme system counterscreen, AmpLite Red fluorescence | activity change, negative = inhibition, % at 58.2 µM, hits read low | hit rate 0.67% among 290,000 | AID 2472; in the data active = activity change below about -30%; note: % is set by controls: 0 for no effect and ±100 for the full control effect
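Counterscreen lacking aldolase: glyceraldehyde-3-phosphate coupling-enzyme reagent preincubated 10 min at RT with compound (at 57.5 uM final), then substrate/coupling system with AmpLite Red added; fluorescence read at 525/598 nm after 20 min RT.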
TCR act = activates T cell receptor signaling; primary human leukocytes, anti-CD3, IL-2 HTRF, 48 h; Potency, µM (top dose mostly 9.22 µM), for the others: top-dose activation of IL-2 secretion, usual class: activators; 330,000 tested, under 10 active; note: % of control where 0% means no effect
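HTRF read-out of IL-2 secretion: europium cryptate donor excited at 320nm, d2 acceptor emission at 665nm. Cells were primary human leukocytes incubated 48 hr with compounds and a-CD3 beads, supplying TCR signal only.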
BCR signal inh = blocks chronic active B-cell receptor signaling. ABC-DLBCL IkBa-CBG/CBR reporter, luminescence ratio, 4 h. Potency, µM (top dose mostly 46.1 µM), for inactives: at the highest dose ratio change, negative = lower green/red ratio, actives largely listed as inhibitors. hit rate 0.05% among 340,000; active = well fitted inhibition curve with a large enough effect in the signal ratio, with a control signal flat, not every such curve was filed as active; inconclusive = small, poorly fitted or top-dose-only effect, or effect the other way, or a change in a side signal; the % refers to the signal ratio;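 note: potency is the fitted concentration of half-maximal effect; plate controls were basal doxycycline-induced cells for no effect and cells given 10 µM MG132 for full effect; MG132 reads +100%, hits lower the ratio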
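TMD8 human ABC-DLBCL cells with doxycycline-inducible IκBα–green luciferase fusion and unfused red luciferase, in 0.5% FBS medium; compounds up to 46 uM, 4 h at 37C. Green/red luminescence ratio, filter-overlap corrected, fitted to concentration-response curves.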
AT treatment = potential ataxia-telangiectasia treatments restoring KAP-1 phosphorylation; […] A-T fibroblasts, KAP-1 phosphorylation AlphaLISA; neocarzinostatin DNA damage 30 min before lysis; Potency, µM (series often up to 57.5 µM), for the others: top-dose activation, most hits filed as activators; hit rate 0.19% among 320,000; AID 485349; note: potency is the fitted concentration of half-maximal effect; % of control where 0% means no effect; nearly all actives have a fitted effect of over 45% in size
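hTERT-immortalized A-T patient fibroblasts ([…]), 500 cells/well in OPTI-MEM, 1% FBS, got compounds for 60 min, then NCS for 30 min at 37C. Lysates were then assayed for phospho-KAP-1 by AlphaLISA (anti-pKAP1 donor, anti-KAP1 acceptor beads), 6 hr at 25C.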
Tb PFK inh = inhibitors of T. brucei phosphofructokinase; O15648; T. brucei PFK, ADP-Glo luminescence; hit rate 0.17% among 330,000; Potency, µM (titrated, usually from 57.5 µM), inactives show at the top dose activity, negative = inhibition, most hits filed as inhibitors;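 note: potency is the fitted concentration of half-maximal effect; 0% = uninhibited 1x PFK enzyme wells and -100% = no-enzyme wells; nearly all actives have a fitted effect of over 60% in size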
Target sequence (O15648 whole entry, looked up): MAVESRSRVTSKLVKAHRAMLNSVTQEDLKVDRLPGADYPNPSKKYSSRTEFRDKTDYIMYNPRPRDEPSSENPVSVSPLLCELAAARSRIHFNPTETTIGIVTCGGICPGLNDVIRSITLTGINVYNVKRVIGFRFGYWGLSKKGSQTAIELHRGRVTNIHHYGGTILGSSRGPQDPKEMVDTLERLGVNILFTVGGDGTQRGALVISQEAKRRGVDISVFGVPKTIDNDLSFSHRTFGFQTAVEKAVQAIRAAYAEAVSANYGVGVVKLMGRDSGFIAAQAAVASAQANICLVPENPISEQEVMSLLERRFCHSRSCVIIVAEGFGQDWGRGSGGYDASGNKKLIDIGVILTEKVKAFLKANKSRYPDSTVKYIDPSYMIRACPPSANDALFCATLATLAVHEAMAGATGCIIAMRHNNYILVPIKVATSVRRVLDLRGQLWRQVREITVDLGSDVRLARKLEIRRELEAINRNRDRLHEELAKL
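Luminescent ADP detection (ADP-Glo, two-step: ATP depletion then ADP-to-ATP conversion for luciferase) reported PFK activity after 45 min room-temperature reaction of 1.25 nM enzyme with 0.5 mM F6P and 0.1 mM ATP at pH 8.0.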
TSHR antag = human thyrotropin receptor antagonism; activity change, negative = inhibition, % at 11.5 µM; hit rate 0.2% among 330,000; P16473; TSHR-expressing cells, TSH-stimulated cAMP HTRF, 2 h; active compounds read low; AID 504810;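 active = activity change below a set negative limit, meaning inhibition stronger than a set level, cut at about -70% in these data; inconclusive = activity change between two set negative limits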; note: % is set by controls: 0 for no effect and ±100 for the full control effect
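Antagonism was scored as loss of TSH-driven cAMP in TSHR cells, stimulated with 4nM TSH (EC80) for 2 hours at 37 deg C and detected by homogeneous HTRF competition immunoassay.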
CXXC DNA block = inhibitors of human MLL CXXC domain-DNA interaction. hit rate 0.037% among 290,000. MLL-CXXC / FITC-HOXA9 DNA fluorescence polarization. Potency, µM (doses to about 115 µM), for the others: top-dose activity change, negative = inhibition, actives largely listed as inhibitors. Q03164; active = well fitted inhibition curve with a large enough effect in the polarisation, with a control signal flat, not every such curve was filed as active; inconclusive = small, poorly fitted or top-dose-only effect, or effect the other way, or a change in a side signal; inactive = no such curve, though single readings can be large or run the other way; the % refers to the polarisation; note: potency is the fitted concentration of half-maximal effect
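Steps: dispense CXXC domain solution (7 uM) → pin compounds or unlabeled HOX-A9 DNA control → 5 min ambient → add FLSN-HOX-A9 solution (50 nM) → spin → 30 min ambient → fluorescence polarization. Tris pH 7.5/NaCl/DTT/BSA buffer.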
* marks the source's active call; other numbers are inactive results; ? = inconclusive; nt = not tested or not shown; [ ] = another dose, or the depositor's remark. Unless noted, calls come from the whole dose curve; as a rule, active = well fitted curve in the direction sought with a large enough effect; inconclusive = small, poorly fitted or top-dose-only effect, or another doubt; inactive = no such curve, though single readings can be large; an effect the other way counts as inactive or inconclusive. Compounds as they come; about 1.6% have a hit in one of these screens.

compound,hERG WT inh,GALK inhibitor,Giardia kill,FBPA coupling cs,TCR act,BCR signal inh,AT treatment,Tb PFK inh,TSHR antag,CXXC DNA block
Cc1ccc(S(=O)(=O)N2CCN(C(=O)c3cc(S(=O)(=O)N(C)C)ccc3N3CCCC3)CC2)c(C)c1,11,nt,10,nt,-1%,-15%,2%,1%,25,nt
COc1ccc(CC(=O)Nc2cc(C)on2)cc1OC,3,2%,?,3,-3%,-5%,4%,0%,2,-3%
CC(=O)N(c1ccccc1C)C1CCCC1,-17,1%,18,1,-2%[46.1 µM],0%,4%,0%,0,12%
Cn1c(=O)[nH]c(=O)c2c1nc(Br)n2CC(O)COc1ccccc1 (configuration not stated),-4,2%,2,4,-4%,-1%,nt,0%,30,-10%
COc1ccc(-n2c(=O)n(Cc3ccccc3)c(=O)c3[nH]cnc32)cc1,-5,-2%,2,2,-5%,?,-7%,-2%,10,6%
CCN(CC)c1ccc(NC(=O)CN(C)Cc2cccs2)cc1,3,16%,7,1,1%,?,-5%,0%,-10,-9%
O=C(NCCc1ccccn1)c1n[nH]c(=O)c2ccccc12,8,10%,7,3,-6%,?,-1%,-1%,2,-6%
CC(C)Oc1ccc(C(=O)Nc2nnc(C3=COCCO3)o2)cc1,-9,nt,-8,nt,2%,-27%,-2%,-11%,nt,nt
O=C(Cn1ccc(NC(=O)OCc2ccccc2)nc1=O)NCC1CCCO1 (configuration not stated),1,nt,41[activator],nt,-3%,4%,8%,0%,11,nt
CN(C)C(CNC(=O)Nc1cccc(Cl)c1)c1cccnc1 (configuration not stated),8,1%,-14,-1,-5%,?,2%,-4%,-3,-2%
O=C(N=Nc1c(O)[nH]c2ccccc12)c1ccc(CN2CCOCC2)cc1,-9,12%,1,-1,4%,0%,0%,-2%,-9,12%
O=C(CSCc1ccccc1)NCc1ccc2c(c1)OCO2,-14,1%,-4,-1,-22%,2%,nt,2%,-8,-4%
CCCNC(=O)c1cccc(Cn2nc(C)c(Br)c2C)c1,-4,0%,3,3,1%,-9%,7%,-1%,-20,0%
Cc1nn(-c2ccccc2)c(Cl)c1C(=O)NCc1ccccc1F,-1,-2%,2,1,-4%,20%,2%,?,-4,-16%
CCSc1ccccc1C(=O)Nc1nncs1,-4,1%,14,0,-6%,-1%,-2%,0%,21,-1%
Cc1noc(C)c1C(=O)OCC(=O)NC1CC1,-10,0%,-20,5,0%,13%,1%,1%,20,5%
CC(=O)c1cccc(Nc2ccc(-c3ccccc3F)nn2)c1,-4,2%,-8,0,-5%,?,-7%,-2%,1,2%
COc1ccc2[nH]c(C(=O)O)c(CCC(=O)O)c2c1,-14,0%,-8,0,-1%,0%,-11%,5%,2,-6%
Cc1ccccc1C(=O)Oc1ccc(Cl)cc1C(=S)N1CCOCC1,9,-6%,6,nt,-2%,4%,12%,1%,42,-3%
CSCCC(NC(=O)c1ccccc1)C(=O)N1CCN(Cc2ccc(Cl)cc2)CC1 (configuration not stated),4,nt,21,nt,0%,-5%,6%,0%,-15,nt

Two entries from above, with values under each structure:
Below each compound: hERG WT inh | GALK inhibitor | Giardia kill | FBPA coupling cs | TCR act | BCR signal inh | AT treatment | Tb PFK inh | TSHR antag | CXXC DNA block
> O=C(Cn1ccc(NC(=O)OCc2ccccc2)nc1=O)NCC1CCCO1 (configuration not stated)
 : 1 | nt | 41[activator] | nt | -3% | 4% | 8% | 0% | 11 | nt
> CN(C)C(CNC(=O)Nc1cccc(Cl)c1)c1cccnc1 (configuration not stated)
 : 8 | 1% | -14 | -1 | -5% | ? | 2% | -4% | -3 | -2%

Following part.
compound,hERG WT inh,GALK inhibitor,Giardia kill,FBPA coupling cs,TCR act,BCR signal inh,AT treatment,Tb PFK inh,TSHR antag,CXXC DNA block
CC(=O)N1CCN(c2ccc(NC(=O)c3ccc(Br)o3)cc2Cl)CC1,-2,3%,2,-15,-1%,0%,-6%,-2%,8,2%
Cc1cc(Br)ccc1OCCCCNCCO,25,4%,10,0,0%,0%,-2%,-7%,1,4%
Cc1ccc(S(=O)(=O)CCc2nnc(NC(=O)c3cnccn3)s2)cc1,8,0%,28,1,5%,-20%,1%,1%,2,1%
Cc1ccccc1C1(CCN2CCCCC2)CCOC(C)(C)C1 (configuration not stated),-5,2%,-27,0,0%[46.1 µM],2%,1%,1%,2,-7%
Cc1nc2ccccc2n1CC(O)Cn1c(C(F)(F)F)nc2ccccc21 (configuration not stated),4,0%,-10,2,-7%,-3%,4%,1%,11,-7%
CC(C)(C)c1ccc(S(=O)(=O)CCc2ccccn2)cc1,6,1%,-8,5,4%,-1%,nt,0%,15,-7%
COc1cc(C(=O)Nc2ccc(N3CCN(C(=O)c4ccc(C)cc4)CC3)cc2)cc(OC)c1OC,-3,-1%,31[activator],nt,13%,8%,46%,-4%,39,9%
Cc1ccc(-c2cc(-c3ccccc3)no2)cc1,nt,nt,-19,nt,11%,-12%,17%,-3%,-18,nt
NS(=O)(=O)c1ccccc1NC(=S)Nc1ccccc1S(N)(=O)=O,-14,1%,11,-4,-4%,-7%,-5%,0%,10,11%
COc1ccccc1C(=O)NCCC(=O)NNC(=O)c1ccccc1O,-5,nt,-9,nt,-60%,0%,-15%,-4%,4,nt
O=C1COc2ccc(C(=O)COC(=O)CCc3ccc(S(=O)(=O)N4CCOCC4)cc3)cc2N1,10,1%,-28,1,4%,-9%,-4%,-22%,-6,0%
Cc1ccc2nc(SCC(=O)Nc3cc(C)on3)c(C)cc2c1,2,-3%,12,1,0%,4%,-5%,1%,5,14%
COc1ccc(Cn2c(C3CC3)nc3ccc(NC(C)=O)cc3c2=O)cc1,12,4%,20,0,-18%,-20%,?,-11%,7,-1%
COc1ccccc1CC(=O)N1CCN(C(=O)c2ccco2)CC1,-11,3%,-26,nt,-4%,-2%,0%,0%,-7,2%
CC(Sc1nnc(-c2cccs2)n1-c1ccccc1)C(=O)NCc1ccco1 (configuration not stated),11,-1%,1,-2,0%,-14%,-1%,1%,10,-8%
COc1cccc(C2=NN(C(=O)CCCC(=O)O)C(c3cccs3)C2)c1 (configuration not stated),-3,-2%,-20,10,4%,7%,4%,14%,-7,15%
CC(OC(=O)/C=C/c1ccc2ccccc2n1)C(=O)Nc1ccc(S(N)(=O)=O)cc1 (configuration not stated),13,nt,-10,nt,2%,?,4%,-8%,-4,nt
CN1C(=O)CSc2ccc(NC(=O)N3CCN(c4ccccn4)CC3)cc21,-3,0%,6,0,-10%,10%,2%,-3%,6,3%
CC(=O)Nc1ccc(SCC(=O)c2ccc(Br)s2)cc1,-11,-1%,6,5,-4%,-7%,9%,24µM*,1,-7%
Cc1cccc(-c2nnc(SCC3CNC(=O)O3)n2-c2ccc(Cl)cc2)c1 (configuration not stated),0,0%,11,5,-3%[46.1 µM],1%,5%,11%,-4,4%
CN(C)S(=O)(=O)c1cccc(NC(=O)CNCc2ccccn2)c1,-1,nt,8,-15,-4%,8%,1%,-10%,5,-8%
O=C(O)c1cc(S(=O)(=O)Nc2cccc(S(=O)(=O)N3CCCC3)c2)ccc1Cl,-5,nt,10,nt,3%,-1%,6%,-8%,9,nt

Shown with values under each structure: entries from further up.
Results follow in this order: hERG WT inh	GALK inhibitor	Giardia kill	FBPA coupling cs	TCR act	BCR signal inh	AT treatment	Tb PFK inh	TSHR antag	CXXC DNA block
CCCNC(=O)c1cccc(Cn2nc(C)c(Br)c2C)c1
  -4	0%	3	3	1%	-9%	7%	-1%	-20	0%
O=C(O)c1cc(S(=O)(=O)Nc2cccc(S(=O)(=O)N3CCCC3)c2)ccc1Cl
  -5	nt	10	nt	3%	-1%	6%	-8%	9	nt
